NTR1 ag: NTR1-driven beta-arrestin-GFP spot formation – imaging, U2OS cells, high content, primary screen (AID 493036). P30989. agonist mode. activation, % at 20 µM. actives 0.17% (n = 330,000);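 active = activation at or above 40% of the spot to cytoplasm intensity ratio, with at least 20 cells analyzed; inconclusive = wells under 20 cells, flagged as cytotoxic or low count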;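 note: 0% = DMSO without peptide and 100% = 100 nM NTR1 peptide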
Target sequence (P30989 whole entry, looked up): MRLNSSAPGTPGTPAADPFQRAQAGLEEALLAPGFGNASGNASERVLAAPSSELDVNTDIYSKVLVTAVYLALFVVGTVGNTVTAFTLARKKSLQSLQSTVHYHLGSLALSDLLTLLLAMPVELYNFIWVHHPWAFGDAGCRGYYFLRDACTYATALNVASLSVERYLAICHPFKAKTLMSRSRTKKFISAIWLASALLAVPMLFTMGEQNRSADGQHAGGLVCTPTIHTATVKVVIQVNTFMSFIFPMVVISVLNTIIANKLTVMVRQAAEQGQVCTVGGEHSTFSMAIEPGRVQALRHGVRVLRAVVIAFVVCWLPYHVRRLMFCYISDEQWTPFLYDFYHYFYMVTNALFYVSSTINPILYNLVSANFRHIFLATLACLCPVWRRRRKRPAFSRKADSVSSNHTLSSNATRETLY
Rac1 GTP hydrolysis: MgcRacGAP GTPase-activating activity inhibitors, confirmation, biochemical, ADP Hunter fluorescence. AID 624330. MgcRacGAP-stimulated Rac1 GTP hydrolysis, ADP Hunter fluorescence; higher % means a stronger effect; GST-tagged Rac1 F28L mutant substrate. inhibition, % at 30 µM; hits with a dose series show IC50 in µM. actives 0.6% (n = 340,000);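 active = first-screen hits whose inhibition reached a set limit at any dose in the follow-up dose series; inconclusive = inhibition above the set first-screen limit but never retested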;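 note: fluorescence reports GDP produced by GAP-driven GTP hydrolysis; strong numbers were not always called active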
West Nile antiviral: inhibition of WNV-induced cytopathic effect – cell-based, CPE readout (AID 1621). West Nile virus-infected cells, CPE inhibition; higher % means a stronger effect. CPE inhibition, % at 10 µM, or IC50 in µM where a hit was titrated. actives 0.02% (n = 290,000); in the data active = a potency from the dose series; inconclusive = CPE inhibition mostly from about 3.7% at the one dose, without a potency; inactive = the rest, 99 in 100 with CPE inhibition below about 2.2%; note: strong numbers were not always called active
Dengue-2 NS5 capping: flavivirus cap methylation enzyme inhibition – biochemical, confirmation dose response, primary screen (AID 588689); one-dose inhibition, % at 25 µM; IC50 in µM for titrated hits; Dengue-2 NS5 methyltransferase capping enzyme assay, biochemical; higher % means a stronger effect; actives 0.3% (n = 340,000); in the data active = a potency from the dose series; inconclusive = inhibition above about 29% without an active follow-up result
K1F lysis inhibition: inhibition of K1F phage lysis, E. coli UTI89, bacterial capsule biogenesis inhibitors, alamar blue (AID 488966); one-dose inhibition, % at 100 µM; IC50 in µM for titrated hits; actives 0.02% (n = 340,000); E. coli UTI89 K1F phage lysis, alamar blue, 2 h; higher % means a stronger effect;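 active = phage lysis inhibition, versus mean bacterial control, above a set limit; inconclusive = no clear call, values can overlap the other calls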;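 note: capsule biogenesis inhibitors block K1F phage lysis so surviving cells raise fluorescence; higher fluorescence means more inhibition of phage lysis; actives were called in the ten point dose series up to 300 µM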
Salmonella PhoP GFP: inhibitors of PhoP regulon expression, primary screen, Salmonella Typhimurium, GFP reporter (AID 1863); inhibition, % at 50 µM; hits with a dose series show IC50 in µM; S. Typhimurium PhoP-regulated promoter GFP reporter, 4 h; higher % means a stronger effect; actives 0.16% (n = 300,000);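 active = inhibition over 29.93%, a cutoff 3 SD above the screen mean, later confirmed by dose response; inconclusive = inhibition over 29.93% but no dose response follow-up; inactive = inhibition at most 29.93% or unconfirmed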;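 note: 0% = low Mg2+ inducing control and 100% = high Mg2+ repressing control; strong numbers were not always called active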
Large T inhibition: TAg ATPase/helicase activity blockers – biochemical (AID 1903). inhibition, % at 20 µM; hits with a dose series show IC50 in µM. SV40 large T antigen ATPase/helicase inhibition assay; higher % means a stronger effect. actives 0.39% (n = 310,000); in the data active = a potency from the dose series; inconclusive = inhibition mostly from about 32% at the one dose, without a potency; inactive = the rest, 99 in 100 with inhibition below about 32%; note: strong numbers were not always called active
RSV CPE inhibition: RSV antiviral activity via CPE protection, HEp-2 cells, primary 10 µM value included (AID 2391); HEp-2 cells, RSV-induced CPE inhibition; higher % means a stronger effect; CPE inhibition, % at 10 µM; hits with a dose series show IC50 in µM; actives 0.13% (n = 310,000); in the data active = a potency from the dose series; inconclusive = CPE inhibition mostly from about 23% at the one dose, without a potency; inactive = the rest, 99 in 100 with CPE inhibition below about 21%; note: strong numbers were not always called active
T cell modulator: T cell immune modulation candidate; actives 0.068% (n = 330,000); calls only at 7 µM; 2C CD8+ T cell-vesicle binding, flow cytometry; hits give low values; AID 2052;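 active = response, share of CD8 T cells binding vesicles, and their 90th percentile fluorescence all below set limits, cut at about 80% in these data, passing the limit was not always enough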
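Assay system: 2C TCR transgenic mouse naive CD8+ T cells, MACS-purified | Read-out: CD8+ gate FL2 mean fluorescence as % of same-row positive control | Signal: High-throughput flow cytometry with anti-B7-1 and anti-CD8 staining | Timing: Binding step 1.5 h, 37 °C, antibody labelling 20 min, ice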
T cell modulator vesicle-bound %: also measured in T cell modulator; calls as there; double positive events, %; measured here: CD8+ vesicle-bound cell fraction;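 binding gate set so that unloaded-vesicle control wells show 10% double positive cells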
NTR1 ag cell count 20 µM: also measured in NTR1 ag; calls as there; cell count; measured here: cell count, cytotoxicity flag
* marks the source's active call; other numbers are inactive results; i = inactive; ? = inconclusive; . = not tested or not shown; & = joins results of further samples; [ ] = remark or other dose.

cpd	mol	West Nile antiviral	Rac1 GTP hydrolysis	K1F lysis inhibition	NTR1 ag cell count 20 µM	Dengue-2 NS5 capping	Salmonella PhoP GFP	T cell modulator vesicle-bound %	RSV CPE inhibition	NTR1 ag	T cell modulator	Large T inhibition
1	CCn1c(C)cc(/C=C2\NC(=O)N(CC(=O)Nc3ccc(F)cc3)C2=O)c1C	0.9%	-10.2%	0.1%	98	-7.4%	4.9%	44.6	2.6%	-2.4	i	18.0%
2	COc1ccc(S(=O)(=O)N(NC2=NS(=O)(=O)c3ccccc32)C(=O)C(C)C)cc1	0.7%	-1.0%	0.1%	83	0.0%	0.7%	20.8	0.7%	-0.9	i	9.8%
3	O=C(CCCNS(=O)(=O)c1cccc2nsnc12)NCc1ccccc1	-0.4%	-1.1%	-6.3%	93	-4.4%	-5.0%	25.2	2.7%	-0.6	i	2.8%
4	Cc1cc(NC(=O)CN2C(=O)NC(C)(c3ccccc3)C2=O)no1 (centres undefined)	0.7%	-0.8%	0.5%	56	-10.5%	20.9%	.	-0.4%	1.9	.	0.1%
5	CN(Cc1ccco1)S(=O)(=O)c1nnc(NC(=O)c2ccc(F)cc2)s1	-0.9%	-36.8%	-0.1%	49	11.6%	-9.9%	6.9	14.7%	-0.2	i	7.4%
6	CCOC(=O)c1c(NC(=O)c2nn(CC)cc2Br)c(C#N)nn1-c1ccccc1	0.6%	8.1%	1.3%	70	-7.2%	-1.2%	58.4	1.3%	5.0	i	3.5%
7	CC(C)(C)OC(=O)N1CCN(c2ccc(CNC(=O)c3ccc(Cl)cc3)cc2)CC1	-0.5%	8.7%	0.1%	84	-7.1%	10.3%	11.6	-0.7%	-2.4	i	11.6%
8	COc1ccc(N(CC(=O)Nc2ccc(C)c(C)c2)S(=O)(=O)c2c(C)noc2C)cc1	-0.1%	-10.2%	0.0%	68	-8.8%	-8.3%	17.0	17.3%	2.6	i	12.8%
9	CCOCCn1c(CCCO)nc2ccccc21	.	14.1%	4.3%	63	5.0%	-5.9%	39.8	1.4%	0.6	i	2.5%
10	C(=C\c1nc(-c2ccncc2)no1)/c1ccccc1	-0.9%	-0.7%	0.6%	50	0.0%	-1.6%	36.9	21.1%	1.3	i	4.5%
11	CCOC(=O)C(CCCP(=O)(c1ccccc1)c1ccccc1)(NC(C)=O)C(=O)OCC	0.2%	6.5%	-1.4%	55	-9.2%	2.0%	24.2	.	0.7	i	7.8%
12	COc1cc(C2C(C(=O)c3ccco3)=C(O)C(=O)N2c2cc(C)on2)cc(Br)c1O (centres undefined)	1.4%	3.9%	-1.0%	62	-10.2%	1.5%	36.1	1.0%	-2.2	i	11.2%
13	O=C(CC1SC(=Nc2ccccc2)N(CCCO)C1=O)Nc1ccc(Cl)cc1 (centres undefined)	-0.1%	6.1%	-0.2%	62	2.7%	-1.4%	12.5	18.1%	3.6	i	1.5%
14	O=S(=O)(NCc1csc(-c2cccnc2)n1)c1ccc(Br)cc1	0.2%	9.4%	0.1%	51	-3.5%	-1.8%	15.2	-0.1%	-1.3	i	.
15	CC[C@@]1(c2ccccc2OC)ON(c2ccccc2C(F)(F)F)C1=O	.	9.0%	-4.5%	43	-10.7%	.	24.2	-1.9%	13.3	i	.
16	O=S(=O)(/N=C(/Nc1cc(N2CCOCC2)ncn1)c1ccc(F)cc1)c1ccccc1	0.8%	7.1%&6.7%	-0.9%&0.0%	51	2.3%&-4.8%	7.5%	66.0	-1.4%	1.3	i	10.6%
17	COC(=O)c1cc(C(=O)OC)n(Cc2ccc(Br)cc2)n1	0.3%	13.9%	1.7%	80	-2.8%	5.2%	57.7	-0.8%	2.1	i	-0.6%
18	Cn1c(=O)c2c(SCC(=O)N3CCOCC3)nc(C3CCCCC3)nc2n(C)c1=O	-0.5%	.	.	100	.	-0.8%	16.4	2.7%	5.0	i	-1.7%
19	CCNC(=S)N1CCn2c(nc3ccccc32)C1	0.1%	8.6%	1.5%[50 µM]	74	-1.3%	1.5%	29.8	1.8%	1.4	i	0.4%
20	CCCCn1c(N)c(N(CCOC)C(=O)COC(=O)C(C)Oc2ccc(Cl)cc2)c(=O)[nH]c1=O (centres undefined)	.	0.0%	1.1%[50 µM]	61	-4.4%	0.6%	57.0	0.5%	1.2	i	11.0%
21	CN(Cc1cn(C)nc1-c1ccccc1F)CC1CCN(Cc2ccccc2)CC1	-0.1%	12.6%	0.1%	51	8.6%	-10.0%	24.0	-2.4%	-1.7	i	19.4%
22	Cc1ccc(S(=O)(=O)Cn2nnnc2C(C(C)C)N2CCC(C(N)=O)CC2)cc1 (centres undefined)	0.0%	5.2%	0.3%	41	2.4%	10.2%	57.5	0.2%	-0.1	i	23.5%
23	COCCn1cnc2c1c(=O)n(CC(=O)c1ccc3c(c1)OCCO3)c(=O)n2Cc1ccccc1	0.3%	-1.5%	-0.2%	49	-4.6%	23.7%	16.9	0.1%	-1.1	i	11.7%
24	COc1ccc(C)cc1NC(=O)CN(c1ccccc1F)S(C)(=O)=O	.	3.5%	-0.4%	77	-4.0%	-3.0%	53.0	0.8%	-1.8	i	11.8%
25	COC(=O)c1ccc(N2C(=O)CC(N(C)Cc3ccccc3)C2=O)cc1 (centres undefined)	0.5%	-2.9%	0.8%	40	-2.1%	-6.5%	29.3	1.2%	-1.1	i	2.4%
26	N#C/C(=C\c1cccc(Br)c1)C(=O)N1CCCCC1	?	11.0%	0.0%	36	-34.2%	1.4%	31.6	3.0%	6.2	i	23.3%
27	C=CCn1cc(C(=O)NCCCOC)c(=O)c2cc(S(=O)(=O)N3CCC(C)CC3)ccc21	.	-1.2%	-1.9%	58	-3.6%	.	48.2	2.7%	-1.2	i	.
28	Cc1ccc2c(CN3CCN(S(=O)(=O)c4ccccc4C(F)(F)F)CC3)cc(=O)oc2c1C	.	4.6%	-0.1%[50 µM]	55	-9.8%	.	38.4	7.3%	3.2	i	.
29	CC(C)OC(=O)CSc1nc2c(cc1C#N)CCCCC2	0.6%	5.8%	-0.4%	34	-8.6%	10.2%	30.5	2.4%	0.4	i	13.1%
30	O=C(Oc1cccc2cccnc12)c1ccc2c(c1)OCCO2	0.0%	7.4%	0.3%	92	-6.2%	3.6%	62.3	0.5%	-2.2	i	-1.4%
31	O=C(N/N=C/c1ccc2cccc(OCc3ccccc3)c2n1)c1ccc(Br)cc1	3.0%	8.2%	0.2%	86	-5.7%	-16.1%	37.6	16.2%	7.6	i	5.5%
32	Cc1ccc2[nH]c3c(Cl)ncnc3c2c1	-0.1%	.	.	45	.	-1.3%	57.4	4.5%	2.6	i	11.4%
33	COc1ccc(N2C(=O)CCC2(C#N)c2ccc(Br)cc2)cc1 (centres undefined)	-1.4%	2.2%	-0.1%	71	-3.2%	2.0%	28.3	3.0%	4.4	i	-0.7%
34	O=C(CSc1nnc(-c2ccncc2)n1Cc1ccco1)Nc1cccc(O)c1	0.5%	8.1%	-2.8%	43	0.0%	-2.9%	63.9	-0.8%	0.2	i	31.6%
35	O=C(Nn1cc(C(=O)Nc2ccccc2F)c2ccccc2c1=O)c1cnccn1	-2.1%	8.8%	0.4%	78	-3.7%	5.2%	24.3	-2.0%	0.8	i	-1.1%
36	COc1ccc(/C=C/C(=O)N(C)C2(C)CCS(=O)(=O)C2)cc1 (centres undefined)	.	-0.9%	0.9%[50 µM]	61	1.4%	-5.3%	33.8	-1.6%	0.6	i	8.0%
37	O=C(Cc1ccccc1)NCCSCc1ccccc1	-0.6%	10.9%	5.2%	52	0.7%	8.4%	48.4	1.4%	0.8	i	11.2%
38	OCCOCCN1CCN(C(=S)Nc2ccccc2)CC1	0.0%	6.0%	-0.5%	52	-12.4%	-2.0%	57.1	0.2%	1.1	i	7.5%
39	COc1ccccc1C1CC(=O)Oc2cc(O)ccc21 (centres undefined)	.	1.2%	-0.5%	53	-1.9%	.	.	.	-1.0	.	.
40	CCOC(=O)C1CCN(C(=O)c2ccc(S(=O)(=O)Nc3ccccc3Cl)cc2)CC1	.	3.5%	0.3%[50 µM]	59	-8.7%	.	.	.	2.1	.	.
41	COc1ccc(OCC(=O)N2CCc3ccccc3C2)cc1	-0.2%	3.1%	-0.1%	60	2.0%	-11.4%	33.2	0.3%	-0.6	i	9.2%
42	CC(NC(=O)COC(=O)c1ccccc1F)C1CC2CCC1C2 (centres undefined)	.	1.2%	0.9%[50 µM]	55	-5.5%	.	33.5	.	-0.6	i	.
43	O=C(CN(c1ccc(F)cc1)S(=O)(=O)c1ccc2c(c1)OCCO2)Nc1ccccc1	-1.6%	6.9%	0.5%	91	3.9%	13.3%	52.5	2.5%	2.3	i	-2.1%
44	COc1ccc(C(=O)Nn2cnc3scc(-c4cccs4)c3c2=O)c(O)c1	0.0%	-3.9%	0.4%	92	-11.3%	-4.0%	24.0	11.7%	0.4	i	2.3%
45	CCCCc1nnc2c(N(C)S(=O)(=O)c3ccc(C)cc3)nc3ccccc3n12	-0.5%	-0.1%	-0.1%	64	3.9%	-2.3%	27.6	0.7%	2.1	i	5.0%
46	COc1ccc([C@@H]2OC2(C(N)=O)C(N)=O)cc1	0.5%	8.5%	0.4%	42	-5.0%	-10.1%	39.3	0.6%	-1.0	i	22.3%

Screening data (PubChem)
